Eya2 inh: inhibitors of human Eya2 phosphatase activity. Potency, µM (series often up to 76.9 µM), for inactives: at the top dose activity, negative = inhibition, actives largely listed as inhibitors. recombinant Eya2, OMFP fluorescence dephosphorylation (OMFP is methylfluorescein phosphate). 330,000 tested, 0.006% active; note: potency is the fitted concentration of half-maximal effect
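Eya2 (0.2 uM) preincubated 10 min at ambient with compound, then OMFP substrate added at 50 uM; 10 min reaction in 50 mM HEPES pH 7.5, 50 mM NaCl, 5 uM MgCl2, 0.05% BSA, 1 mM DTT. Fluorescence read at Ex 485/Em 525 nm.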
Chronic BCR inh: blocks chronic active B-cell receptor signaling; Potency, µM (highest dose often 46.1 µM), inactives show at the top dose ratio change, negative = lower green/red ratio, most hits filed as inhibitors; ABC-DLBCL IkBa-CBG/CBR reporter, luminescence ratio, 4 h; 340,000 tested, 0.05% active; active = well fitted inhibition curve with a large enough effect in the signal ratio, with a control signal flat, not every such curve was filed as active; inconclusive = small, poorly fitted or top-dose-only effect, or effect the other way, or a change in a side signal; the % refers to the signal ratio;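 note: potency is the fitted concentration of half-maximal effect; plate controls were basal doxycycline-induced cells for no effect and cells given 10 µM MG132 for full effect; MG132 reads +100%, hits lower the ratio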
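Concentration-response series (up to 46 uM) were applied to TMD8 dual-reporter cells for 4 h at 37C with doxycycline. Green/red ratio, after filter-overlap correction, defined %Activity; red signal alone was normalised to basal cells and zero luminescence.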
GALK inhibitor: inhibitors of human galactokinase | Purified GALK, Kinase-Glo residual ATP luminescence | Potency, µM (titrated, usually from 57.5 µM), without a hit: at the top dose activity change, negative = inhibition, hits mostly inhibitors | 270,000 tested, 0.007% active | AID 1868; note: potency is the fitted concentration of half-maximal effect
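Compounds were pin-transferred into ATP buffer (35 uM final), then GALK plus galactose (5 nM, 100 uM final) was added. After 1 h at room temperature, Kinase-Glo Plus was added and luminescence read after 10 min.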
hERG WT inh: blocks the wildtype human KCNH2 potassium channel; Q12809; U2OS, BacMam KCNH2, thallium flux FluxOr; active compounds read low; activity change, % at 1.84 µM; 340,000 tested, 0.37% active; AID 720551;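 active = maximum activity change below -70%; inconclusive = maximum activity change between -70% and -50%; inactive = maximum activity change above -50%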
Target sequence (Q12809 whole entry, looked up): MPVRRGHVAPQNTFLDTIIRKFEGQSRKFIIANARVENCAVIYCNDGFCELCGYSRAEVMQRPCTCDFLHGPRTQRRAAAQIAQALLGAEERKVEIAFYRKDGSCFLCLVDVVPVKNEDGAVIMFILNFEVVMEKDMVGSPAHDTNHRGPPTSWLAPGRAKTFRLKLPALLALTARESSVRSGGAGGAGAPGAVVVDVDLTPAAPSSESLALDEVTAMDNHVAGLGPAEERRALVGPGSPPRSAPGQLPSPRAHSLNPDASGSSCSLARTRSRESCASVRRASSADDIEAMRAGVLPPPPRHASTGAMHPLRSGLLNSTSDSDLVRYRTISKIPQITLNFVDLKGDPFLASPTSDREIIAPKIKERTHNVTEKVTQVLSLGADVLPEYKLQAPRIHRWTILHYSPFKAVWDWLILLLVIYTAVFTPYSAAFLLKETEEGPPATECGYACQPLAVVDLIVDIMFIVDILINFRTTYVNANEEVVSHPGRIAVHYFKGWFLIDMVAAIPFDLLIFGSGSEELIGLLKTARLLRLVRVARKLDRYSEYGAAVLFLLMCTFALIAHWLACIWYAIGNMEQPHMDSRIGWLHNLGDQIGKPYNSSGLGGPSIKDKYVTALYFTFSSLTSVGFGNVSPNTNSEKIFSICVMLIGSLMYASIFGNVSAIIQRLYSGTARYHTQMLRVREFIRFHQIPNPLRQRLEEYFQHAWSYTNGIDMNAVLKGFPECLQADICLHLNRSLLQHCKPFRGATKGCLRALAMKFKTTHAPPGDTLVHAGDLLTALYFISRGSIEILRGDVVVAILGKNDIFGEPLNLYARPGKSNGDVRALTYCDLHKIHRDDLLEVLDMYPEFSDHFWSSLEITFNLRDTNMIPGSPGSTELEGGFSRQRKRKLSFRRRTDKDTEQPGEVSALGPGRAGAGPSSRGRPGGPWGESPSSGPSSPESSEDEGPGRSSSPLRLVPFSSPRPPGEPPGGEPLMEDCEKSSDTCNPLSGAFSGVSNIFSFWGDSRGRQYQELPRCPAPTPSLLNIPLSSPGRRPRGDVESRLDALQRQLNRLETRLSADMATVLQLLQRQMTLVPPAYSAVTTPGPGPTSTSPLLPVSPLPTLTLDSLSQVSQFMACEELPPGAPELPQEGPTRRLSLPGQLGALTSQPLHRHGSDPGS
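U2OS cells were transduced with wild-type KCNH2 virus (2.03 x 10^8 / mL) for 4 h at room temperature, then cultured overnight at 37 C. Thallium flux was read with FluxOr dye. Rate constants were normalized to DMSO controls.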
USP2a inh: USP2a (human) protease inhibition; O75604; USP2 core, Ub-CHOP2 coupled fluorogenic reporter, 485/531; Potency, µM (titrated, usually from 38.3 µM), without a hit: at the highest dose activity change, negative = inhibition, hits mostly inhibitors; 330,000 tested, 0.01% active;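 note: potency is the fitted concentration of half-maximal effect; plate controls were DMSO wells for no effect and full inhibition by NEM control for full effect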
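Cell-free coupled assay: 10nM USP2 core preincubated 30min RT with compound in Tris-HCl pH 8.0/CaCl2/CHAPS buffer, then 25nM Ub-CHOP2 and 25nM reporter substrate; fluorescence (Ex 485/Em 531) read after 60min RT, normalized to NEM inhibition, concentration-response curves fitted.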
Giardia killer: Giardia lamblia killing; Giardia lamblia trophozoite viability; activity change, % at 7.66 µM, hits read low; 340,000 tested, 0.15% active; AID 540267; in the data active = activity change below about -80%; inconclusive = between about -30% and that limit;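 note: parasites exposed to compound for two days anaerobically before the ATP read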
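Trophozoite viability was measured as ATP-dependent luminescence, read 15-30 min after reagent addition. Before that, parasites at 100 cells/well were exposed to compounds for 48 h, anaerobically, at 37 deg C.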
KCNH2 3.1 inh: inhibitors of human KCNH2 3.1 potassium channel isoform. U2OS KCNH2 3.1, thallium flux FluxOr; active compounds read low. activity change, % (tested at about 1.8 µM). 340,000 tested, 0.95% active;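 active = maximum activity change below -70%; inconclusive = maximum activity change from -70% to -50%; inactive = maximum activity change above -50%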;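 note: thallium influx rate constant from kinetic fluorescence after stimulation buffer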
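Thallium flux read-out: FluxOr dye with Red40 quencher in HBSS/HEPES, 45 min at RT. Rate constants from kinetic reads were normalized to positive and negative DMSO controls. Cells: U2OS virally expressing the 3.1 isoform.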
PKM2 act: increases activity of human pyruvate kinase M2; P14618; Potency, µM (titrated, usually from 57.5 µM), inactives show at the highest dose activation, actives largely listed as activators; 260,000 tested, 0.34% active; purified PKM2, Kinase-Glo ATP luminescence, activation; response scale: 0% is enzyme alone, no compound; AID 1631; note: potency is the fitted concentration of half-maximal effect; nearly all actives have a fitted effect of over 55% in size
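Kinase-Glo luminescence reports ATP generated from ADP (0.1 mM) and PEP (0.5 mM) by purified hPK-M2 after 1 h at room temperature, pH 7.2 imidazole buffer; intermediate enzyme activity allows detecting inhibitors and activators.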
uPA generation: inhibitors of cell surface uPA generation. Potency, µM (titrated, usually from 38.3 µM), inactives show top-dose activity change, negative = inhibition, actives largely listed as inhibitors. 330,000 tested, 0.31% active. cell surface uPA generation assay, qHTS; active = well fitted inhibition curve with a large enough effect; inconclusive = small, poorly fitted or top-dose-only effect; inactive = no such curve, though single readings can be large or run the other way; tested in mouse RAW 264.7 cells; note: potency is the fitted concentration of half-maximal effect; nearly all actives have a fitted effect of over 55% in size
B2AR arrestin: agonists driving beta-arrestin recruitment to human beta2-adrenergic receptor; P07550; beta-arrestin recruitment to beta2AR, cell-based reporter; Potency, µM (top dose mostly 46.1 µM), inactives show top-dose activation, usual class: activators; 330,000 tested, 0.02% active;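 note: potency is the fitted concentration of half-maximal effect; 0% = DMSO controls and full agonism = EC100 isoproterenol or metaproterenol; nearly all actives have a fitted effect of over 65% in size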
Coupling enz: counter-screen for Giardia aldolase inhibitors: coupling enzyme system | coupling enzyme system counterscreen, AmpLite Red fluorescence | activity change, negative = inhibition, % at 58.2 µM, hits read low | 290,000 tested, 0.67% active | AID 2472; in the data active = activity change below about -30%
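Activity here indicates interference with the coupling reaction, not aldolase inhibition. Compounds at 57.5 uM final met coupling enzymes for 10 min at RT; substrate and AmpLite Red detection followed, with a 525/598 nm fluorescence read after 20 min.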
Starred values were filed as active, the others as inactive. Unless noted, calls come from the whole dose curve; as a rule, active = well fitted curve in the direction sought with a large enough effect; inconclusive = small, poorly fitted or top-dose-only effect, or another doubt; inactive = no such curve, though single readings can be large; an effect the other way counts as inactive or inconclusive. Unless noted, % is set by controls: 0 for no effect and ±100 for the full control effect.

Screening CCCC(=O)NC(=S)Nc1cccc(-c2nc3ncccc3o2)c1 returned Eya2 inh -12%, Chronic BCR inh -1%, GALK inhibitor 1%, hERG WT inh inactive, USP2a inh 1%, Giardia killer 10, KCNH2 3.1 inh 23, PKM2 act -4%, uPA generation 4%, B2AR arrestin 0.1% and Coupling enz 0.
CNC(=S)NNC(=O)c1ccccc1Br was read as Eya2 inh 4%, Chronic BCR inh -9%, hERG WT inh 0, USP2a inh 2%, Giardia killer -9, KCNH2 3.1 inh 6, PKM2 act -5%, uPA generation -7%, B2AR arrestin -0.7% and Coupling enz 0.
`CN(C(=O)CN1C(=O)NC(C)(c2cccc(Br)c2)C1=O)C1CCCCC1` (stereo unspecified) gave Eya2 inh -10%, Chronic BCR inh 4%, hERG WT inh 4, USP2a inh 1%, Giardia killer -5, KCNH2 3.1 inh 5, uPA generation -4% and B2AR arrestin 0.1%.
For Cc1ccc(CCNC(=O)c2coc3nc4ccccc4nc23)cc1 the results were Eya2 inh 6%, Chronic BCR inh 2%, GALK inhibitor 2%, hERG WT inh -17, USP2a inh 3%, Giardia killer -9, KCNH2 3.1 inh -21, PKM2 act 4%, uPA generation -5%, B2AR arrestin -0.2% and Coupling enz 0.
CC(C)COc1ccc(N)cc1OCC(C)C was read as Eya2 inh -1%, Chronic BCR inh 2%, GALK inhibitor 0%, hERG WT inh -8, USP2a inh 1%, Giardia killer -24, KCNH2 3.1 inh -2, PKM2 act -4%, uPA generation 3%, B2AR arrestin 0.3% and Coupling enz -5.
For Cc1cc(C)cc(C(=O)NC(CC(N)=O)c2ccc(N3CCN(C)CC3)c([N+](=O)[O-])c2)c1 (stereo unspecified) the results were Eya2 inh -1%, Chronic BCR inh inconclusive, hERG WT inh -5, USP2a inh 0%, Giardia killer -16, KCNH2 3.1 inh 31, PKM2 act 2%, uPA generation 16%, B2AR arrestin -0.9% and Coupling enz 0.
O=S(=O)(NC1Cc2ccccc2C1)c1ccccc1 was read as Eya2 inh 3%, Chronic BCR inh 1%, GALK inhibitor 1%, hERG WT inh 25, USP2a inh -2%, Giardia killer -16, KCNH2 3.1 inh -2, uPA generation 3%, B2AR arrestin -0.3% and Coupling enz 0.
Screening COC(=O)c1c(NC(NC(=O)CC(C)C)C(Cl)(Cl)Cl)sc2c1CCC2 (stereo unspecified) returned Eya2 inh 1%, Chronic BCR inh inconclusive, GALK inhibitor -1%, hERG WT inh 3, USP2a inh -1%, Giardia killer 3, KCNH2 3.1 inh 3, PKM2 act 1%, uPA generation -1%, B2AR arrestin -0.4% and Coupling enz 1.
For COc1ccc(S(=O)(=O)NCc2cccs2)cc1 the results were Eya2 inh -2%, Chronic BCR inh inconclusive, GALK inhibitor 0%, hERG WT inh 10, USP2a inh 5%, Giardia killer -8, KCNH2 3.1 inh -1, PKM2 act 8%, B2AR arrestin -0.2% and Coupling enz -3.
`Nn1c(SCC(=O)NC2CCCCC2)nnc1-c1ccc(Cl)cc1` gave Eya2 inh 10%, Chronic BCR inh 0%, GALK inhibitor 0%, hERG WT inh 2, USP2a inh -2%, Giardia killer -6, KCNH2 3.1 inh 0, PKM2 act 8%, uPA generation 0%, B2AR arrestin -0.7% and Coupling enz 3.
Cc1ccc2cc(CN(CCCO)S(=O)(=O)c3cccc4nsnc34)c(=O)[nH]c2c1 was read as Eya2 inh 7%, Chronic BCR inh -36%, GALK inhibitor 0%, hERG WT inh 2, USP2a inh 3%, Giardia killer 13, KCNH2 3.1 inh -25, PKM2 act -15%, uPA generation 3%, B2AR arrestin -0.2% and Coupling enz 8.
For COC(=O)CCCNC(=O)c1ccccn1 the results were Eya2 inh -6%, Chronic BCR inh inconclusive, GALK inhibitor 0%, hERG WT inh 3, USP2a inh 0%, Giardia killer 23, KCNH2 3.1 inh 0, PKM2 act -10%, uPA generation 1%, B2AR arrestin 0.0% and Coupling enz -1.

Of the compounds above, 2 contain two or more sulfur atoms:
For COc1ccc(S(=O)(=O)NCc2cccs2)cc1 the results were Eya2 inh -2%, Chronic BCR inh inconclusive, GALK inhibitor 0%, hERG WT inh 10, USP2a inh 5%, Giardia killer -8, KCNH2 3.1 inh -1, PKM2 act 8%, B2AR arrestin -0.2% and Coupling enz -3.
Cc1ccc2cc(CN(CCCO)S(=O)(=O)c3cccc4nsnc34)c(=O)[nH]c2c1 was read as Eya2 inh 7%, Chronic BCR inh -36%, GALK inhibitor 0%, hERG WT inh 2, USP2a inh 3%, Giardia killer 13, KCNH2 3.1 inh -25, PKM2 act -15%, uPA generation 3%, B2AR arrestin -0.2% and Coupling enz 8.

Further structures follow.
Screening Cc1nn(Cc2cccc(F)c2)c(C)c1NC(=O)c1c([N+](=O)[O-])c(C)nn1C returned Eya2 inh 9%, Chronic BCR inh -17%, GALK inhibitor 1%, hERG WT inh 51, USP2a inh 3%, Giardia killer -7, KCNH2 3.1 inh 17, PKM2 act 2%, B2AR arrestin 0.0% and Coupling enz 2.
Screening Cc1ccc(C(c2nnnn2CS(=O)(=O)c2ccc(C)cc2)N2CCN(c3ncccn3)CC2)cc1 (stereo unspecified) returned Eya2 inh 0%, Chronic BCR inh 0%, GALK inhibitor -1%, hERG WT inh 1, USP2a inh 1%, Giardia killer 3, KCNH2 3.1 inh -2, PKM2 act -5%, uPA generation -1%, B2AR arrestin 3.2% and Coupling enz -3.
Cc1cc(N2CCN(C)CC2)nc(-c2ccccc2O)n1 was read as Eya2 inh -7%, Chronic BCR inh 4%, GALK inhibitor 5%, hERG WT inh -4, USP2a inh -7%, Giardia killer -15, KCNH2 3.1 inh 17, PKM2 act -2%, uPA generation -14%, B2AR arrestin 0.5% and Coupling enz 1.
Screening NC(=O)c1cc(S(=O)(=O)N2CC=C(c3ccccc3)CC2)cs1 returned Eya2 inh 3%, Chronic BCR inh 2%, GALK inhibitor -5%, hERG WT inh -12, USP2a inh 4%, Giardia killer 13, KCNH2 3.1 inh -3, uPA generation -1% and B2AR arrestin -0.2%.
For O=C1Nc2ccc(Br)cc2C1=Nc1cccnc1 the results were Eya2 inh -18%, Chronic BCR inh inconclusive, GALK inhibitor 7%, hERG WT inh 0, USP2a inh -11%, Giardia killer 12, KCNH2 3.1 inh -6, PKM2 act 0%, uPA generation -12%, B2AR arrestin -0.2% and Coupling enz -22.
`O=C(CCC1CCCCC1)Nc1c2c(nn1-c1ccc(F)cc1)CS(=O)(=O)C2` gave Eya2 inh 1%, Chronic BCR inh 0%, GALK inhibitor 0%, hERG WT inh 64, USP2a inh -4%, Giardia killer -16, KCNH2 3.1 inh 5, PKM2 act -5%, uPA generation -20%, B2AR arrestin -0.2% and Coupling enz 0.
Screening O=C(Cc1ccccc1)Nc1ccnn1C1CCN(Cc2nccs2)CC1 returned Eya2 inh -6%, Chronic BCR inh -2%, GALK inhibitor 0%, hERG WT inh 1, USP2a inh -7%, Giardia killer 4, KCNH2 3.1 inh 2, uPA generation 0%, B2AR arrestin 0.5% and Coupling enz 0.
Screening COc1ccc(S(=O)(=O)N2CCN(C(=O)c3c(C)nn(-c4ccccc4)c3C)CC2)cc1 returned Eya2 inh 9%, Chronic BCR inh 0%, hERG WT inh -2, USP2a inh 2%, Giardia killer 5, KCNH2 3.1 inh 10, uPA generation -4% and B2AR arrestin 0.4%.
Screening CCc1cccc(NC(=O)C2CCCN(c3ncnc4c3nc3n4CCCCC3)C2)c1 (stereo unspecified) returned Eya2 inh -10%, Chronic BCR inh inconclusive, GALK inhibitor -1%, hERG WT inh -13, USP2a inh 1%, Giardia killer 26, KCNH2 3.1 inh -12, uPA generation -2%, B2AR arrestin 0.5% and Coupling enz -2.
`CC(/C=N/Nc1nc(N2CCCCC2)nc(N2CCCCC2)n1)=C\c1ccccc1` gave Eya2 inh 0%, Chronic BCR inh -2%, GALK inhibitor -3%, hERG WT inh 3, USP2a inh -6%, Giardia killer 12, KCNH2 3.1 inh -23, PKM2 act 8%, uPA generation 7%, B2AR arrestin -0.5% and Coupling enz 0.
For C=CCN1C(=O)C(CC(=O)O)SC1=Nc1ccc(C)cc1 (stereo unspecified) the results were Eya2 inh 3%, Chronic BCR inh 6%, GALK inhibitor 0%, hERG WT inh 3, USP2a inh 1%, Giardia killer -10, KCNH2 3.1 inh -9, PKM2 act -1%, uPA generation 13%, B2AR arrestin -0.8% and Coupling enz 0.
O=C(Nc1ccc(F)cc1F)c1cc(-c2ccc3c(c2)OCO3)on1 was read as Eya2 inh 17%, Chronic BCR inh inconclusive, GALK inhibitor 7%, hERG WT inh -6, USP2a inh 1%, Giardia killer 5, KCNH2 3.1 inh 1, PKM2 act 3%, uPA generation 19%, B2AR arrestin -0.3% and Coupling enz 1.

High-throughput results (PubChem BioAssay)
